Screening results: PubChem BioAssay, National Center for Advancing Translational Sciences (NCATS)
ALOX12 inhib: qHTS Assay for Inhibitors of 12-hLO (12-human lipoxygenase); Polyunsaturated fatty acid lipoxygenase ALOX12 (Homo sapiens), P18054; purified 12-hLO, xylenol orange hydroperoxide absorbance; Potency, µM (doses to about 57.1 µM), inactives show at the highest dose activity change, negative = inhibition, hits mostly inhibitors; 0.12% of 150,000 active; note: potency is the fitted concentration of half-maximal effect; nearly all actives have a fitted effect of over 55% in size; many of its hits are not listed in these tables
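150 nM 12hLO, 25 mM Hepes pH 7.0 + 0.01% Triton X-100; cpd preinc 15 min RT; 40 uM arachidonic acid, 30 min RT; Fe-XO 30 min; A573/A405 ratio as read-out.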
15-hLO-2 inh: qHTS Assay for Inhibitors of 15-hLO-2 (15-human lipoxygenase 2) | purified 15hLO-2, xylenol orange hydroperoxide absorbance | Potency, µM (doses to about 57.1 µM), for the others: at the highest dose activity change, negative = inhibition, usual class: inhibitors | 0.56% of 110,000 active; note: potency is the fitted concentration of half-maximal effect; nearly all actives have a fitted effect of over 60% in size; many of its hits are not listed in these tables
Target sequence (O15296 whole entry, looked up): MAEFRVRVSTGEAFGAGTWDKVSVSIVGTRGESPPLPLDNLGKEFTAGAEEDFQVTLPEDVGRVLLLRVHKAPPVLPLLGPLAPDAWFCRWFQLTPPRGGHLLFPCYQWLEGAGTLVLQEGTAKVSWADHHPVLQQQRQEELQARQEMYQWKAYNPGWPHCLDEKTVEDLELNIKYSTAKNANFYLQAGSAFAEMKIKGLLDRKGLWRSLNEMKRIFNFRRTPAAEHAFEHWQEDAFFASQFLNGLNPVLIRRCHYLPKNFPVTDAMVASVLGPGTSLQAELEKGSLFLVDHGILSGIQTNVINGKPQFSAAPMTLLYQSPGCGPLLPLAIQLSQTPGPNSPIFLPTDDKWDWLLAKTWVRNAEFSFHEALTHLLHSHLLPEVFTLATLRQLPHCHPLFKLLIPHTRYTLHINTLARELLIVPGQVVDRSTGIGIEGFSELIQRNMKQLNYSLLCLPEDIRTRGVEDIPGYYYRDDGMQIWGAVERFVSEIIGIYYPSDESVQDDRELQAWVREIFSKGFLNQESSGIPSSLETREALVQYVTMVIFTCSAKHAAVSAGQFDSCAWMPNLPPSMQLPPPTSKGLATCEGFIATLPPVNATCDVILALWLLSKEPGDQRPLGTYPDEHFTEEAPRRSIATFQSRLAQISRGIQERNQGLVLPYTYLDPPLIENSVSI
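Purified human 15hLO-2 (50 nM) preincubated 15 min with compound, then 45 uM arachidonic acid for 90 min at RT in 25 mM Hepes pH 7.5, 0.01% Triton X-100. Hydroperoxide detected by Fe-xylenol orange; 573/405 nm absorbance ratio.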
IMPase inh: qHTS Assay for Identifying the Cell-Membrane Permeable IMPase Inhibitors; CHO-M1 cells, IP1 accumulation, HTRF TR-FRET ratio; inhibition (IP1 accumulation), % at 46.1 µM; 120,000 tested, under 10 active; AID 901, 2007; active = well fitted curve in the direction sought with a large enough effect in the signal ratio, not every such curve was filed as active; inconclusive = small, poorly fitted or top-dose-only effect, or a change in a side signal; inactive = no such curve, though single readings can be large or run the other way; the % refers to the signal ratio;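 note: cells stimulated with carbachol in lithium chloride buffer; plate controls were DMSO basal wells for no effect and reference inhibitor wells for full effect; higher means more IMPase inhibition seen as more IP1 and lower FRET ratio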
Target sequence (P97697 whole entry, looked up): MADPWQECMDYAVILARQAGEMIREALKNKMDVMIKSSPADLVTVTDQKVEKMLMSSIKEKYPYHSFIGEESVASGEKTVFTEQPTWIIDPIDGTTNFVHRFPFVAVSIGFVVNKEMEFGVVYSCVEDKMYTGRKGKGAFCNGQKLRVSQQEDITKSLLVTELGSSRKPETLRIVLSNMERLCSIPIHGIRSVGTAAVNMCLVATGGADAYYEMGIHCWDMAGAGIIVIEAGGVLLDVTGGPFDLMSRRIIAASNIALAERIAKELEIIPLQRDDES
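Elevated IP1 in lysates lowers TR-FRET signal (665/620 ratio and 620 channel reported). Cells were CHO-M1, given carbachol (50 uM as added) plus 50mM LiCl, pH 7.4, 30 min, 37C; compounds titrated up to 46 uM; AC50 by Hill equation.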
PNC assembly inh: High Content Assay for Compounds that inhibit the Assembly of the Perinucleolar Compartment; PC3M PTB-GFP, PNC prevalence imaging, 16 h; active compounds read low; activity change (PNC), negative = inhibition, % at 10 µM; 3.1% of 140,000 active;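 active = readout at or below -70, meaning at least 70% loss of cells showing the perinucleolar compartment, a nuclear body marking cancer cells; inconclusive = readout between -30 and a set limit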;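 note: plate controls were DMSO wells for no effect and camptothecin positive control wells for full effect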
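Compounds are pinned in duplicate onto adhered PC3M cells stably expressing GFP-tagged PTB and incubated 16 h at 37 C. Cells are then fixed, nuclei stained with Hoechst, and PNC-positive cells counted.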
* marks the source's active call; other numbers are inactive results; ? = inconclusive; . = no result given; [ ] = another dose, or the depositor's remark. Unless noted, calls come from the whole dose curve; as a rule, active = well fitted curve in the direction sought with a large enough effect; inconclusive = small, poorly fitted or top-dose-only effect, or another doubt; inactive = no such curve, though single readings can be large; an effect the other way counts as inactive or inconclusive. Unless noted, % is set by controls: 0 for no effect and ±100 for the full control effect. Hits appear at their usual frequency, and some 3.1% of all compounds hit somewhere here.

item	smiles	PNC assembly inh	15-hLO-2 inh	ALOX12 inhib	IMPase inh
1	Cc1ccsc1C(=O)Nc1ccc2c(c1)OCCO2	-17.5	.	-0.1%	-2.1
2	COC(=O)c1ccc(C23CC4(C2)[C@H](CN(CC2CCCCC2)[C@@H]4c2ccccc2)C3c2ccccc2)cc1 (stereo partly drawn)	.	8.8%	-2.2%	.
3	Cc1ccc(C(=O)c2sc3nc4c(cc3c2N)CCC4)cc1	0.6	.	-2.6%	-2.5
4	CCCNC(=O)c1ccccc1NS(=O)(=O)c1ccc2c(c1)OCCO2	5.1	-5.1%	-0.3%	7.0
5	c1ccc(CC2CCN(c3nc4ccccc4n4nnnc34)CC2)cc1	33.4	0.0%	-2.6%	-4.4
6	Cn1c2c(c(=O)n(C)c1=O)C(C(F)(F)F)(C(F)(F)F)N=C(CCC1CCCCC1)N2	-3.5	.	-0.9%	.
7	CCc1cccc(OCCCn2ccnc2)c1	?	.	-1.8%	.
8	Cc1cc(C)c(C#N)c(Cl)n1	18.5	.	-0.6%	.
9	COCCn1c(=O)c(-c2ccccc2)nc2cnc(Nc3ccccc3)nc21	.	-0.5%	-2.1%	.
10	Cc1cccc(C)c1NC(=O)CCCSc1nc2ccccc2s1	30.2	.	3.9%	.
11	CC(=O)N(CCC1(C(C)C)CCOC(C)(C)C1)Cc1ccco1 (stereo not drawn)	17.2	-4.7%	-8.8%	-7.4
12	CCOC(=O)C1=C(CC)Nc2ccccc2N=C1NC(=O)c1ccc(S(=O)(=O)N(C)C)cc1	?	2.4%	7.4%	10.4
13	O=C(c1ccco1)N1CCN(CC(=O)N(C2CCCCC2)C2CCS(=O)(=O)C2)CC1 (stereo not drawn)	-27.8	-1.5%[2.29 µM]	-2.7%	6.5
14	COc1ccc(C2(NC(C)=O)CCN(C(=O)c3cccs3)CC2)cc1	-29.9	.	1.5%	1.0[0.369 µM]
15	Cc1ccc(OCCCC(=O)NC(C)c2ccccc2)cc1 (stereo not drawn)	?	-3.1%	-4.3%	-3.9
16	Cc1cnn(-c2cc(Oc3ccccc3)ncn2)c1	-26.4	-1.8%	-4.2%	4.6
17	CCC(C)C(=O)N1CCCC(c2nc(-c3cccs3)no2)C1 (stereo not drawn)	-22.2	-2.5%	1.7%	5.1
18	Cc1ccc(C(C)(C)C)c(OCCCn2ccnc2)c1	30.7	.	-0.4%	.
19	CC(=O)OCCCNc1cc(Sc2ccc(Cl)cc2)c2nonc2c1[N+](=O)[O-]	45.1	.	-1.9%	4.0
20	CCCn1c2c(c(O)c(C(=O)NCc3ccccc3)c1=O)CCCC2	60.9	7.6%	-6.4%	0.7
21	COC(=O)C1(Cc2ccccc2)C=C2C(=C(C)C(=O)C2C)CN1 (stereo not drawn)	.	-14.8%	-2.4%	.
22	COc1ccc(CCNC(=S)Nc2cccc(C)c2C)cc1	-25.2	25.1µM*	?	8.5
23	CN(C)CCCN1C(=O)CSC1c1ccccc1 (stereo not drawn)	0.1	2.7%	3.5%	2.4
24	O=C(c1nn2c(C(F)(F)F)cc(-c3cccs3)nc2c1Cl)N1CCCc2ccccc21	43.7	.	-4.0%	.
25	CCOC(=O)C1=C(C)OC(N)=C(C#N)C1c1ccc(OC)c(C)c1OC (stereo not drawn)	?	2.1%	-3.4%	11.3
26	Cc1ccc(C(C(=O)NCc2ccco2)N(C(=O)CNC(=O)c2cccs2)c2ccc(C)cc2C)cc1 (stereo not drawn)	15.0	-3.2%	0.0%	1.2
27	COCC(=O)N1CCC2(CC1)CCN(C(=O)Nc1ccc(OC)cc1)CC2	.	-0.3%	5.2%	.
28	Cc1ccc(C(=O)NC(=S)Nn2cnnc2)cc1	-19.9	.	-0.1%	-1.9
29	Cc1ccc(NC(=O)C(=O)Nc2ccccn2)cc1	-26.3	.	-0.7%	.
30	N#Cc1c(NC(=O)COC(=O)c2ccc(S(=O)(=O)N3CCCC3)cc2)sc2c1CCCCC2	-14.0	.	2.0%	-5.1
31	Cc1ccc(-c2nc(SCC(=O)NCC3CCCO3)c(-c3ccc(C)cc3)[nH]2)cc1 (stereo not drawn)	-26.9	.	1.2%	2.4
32	CCOC(=O)Cc1nnc(NC(=O)c2ccco2)s1	23.5	-3.6%	-3.6%	-15.5
33	O=C(O)CSc1ncccc1[N+](=O)[O-]	.	-6.6%[11.4 µM]	-0.9%[11.4 µM]	.
34	O=C1[C@H]2CCC=C[C@H]2[C@H](c2ccccc2Br)N1Cc1ccccc1	.	9.0%[0.0915 µM]	-2.9%[0.00818 µM]	.
35	COc1cc(Br)c(S(=O)(=O)Nc2c(C)n(C)n(-c3ccccc3)c2=O)cc1OC	22.6	-6.2%	0.0%	4.2
36	O=C(c1ccc2ccccc2c1)N1CCN(c2ccc(O)cc2)CC1	85.4	?	-14.0%	3.2
37	O=C(NC1CCCCC1)C(c1cccs1)N(Cc1cccs1)C(=O)c1cccs1 (stereo not drawn)	-8.4	.	-4.7%	6.2
38	CCOC(=O)C(CC)n1cnc2c(nnn2-c2ccc(OC)cc2)c1=O (stereo not drawn)	28.3	2.0%	-1.5%	-5.7
39	Cc1ccc(S(=O)(=O)N(C)Cc2ccc(C(=O)NN=C(CC(C)C)CC(C)C)cc2)cc1	4.4	.	0.1%	.
40	CN1CCN(CCCN2c3ccccc3Sc3ccccc32)CC1	.	23.9%[0.0915 µM]	-0.1%[0.00818 µM]	.
41	Cc1cc(C(=O)CN2C(=O)NC3(CCCc4ccccc43)C2=O)c(C)n1Cc1ccco1 (stereo not drawn)	26.8	-24.9%	-6.8%	-9.3
42	C/C(CC(=O)Nc1cc(C)ccn1)=N\NC(=O)C(=O)Nc1cccc(C)c1	?	.	-4.8%	.
43	Nc1ccccc1OCCOCCOc1ccccc1N	-2.5	0.8%	8.3%	-1.4
44	CCOc1cc(NC(=O)c2ccco2)c(OCC)cc1NC(=O)c1cc(OC)c(OC)c(OC)c1	1.0	-4.5%	-0.1%	?
45	COc1ccc(C(O)P(=O)(OC(C)C)OC(C)C)cc1OC (stereo not drawn)	-10.6	-3.0%	-2.0%	5.5
46	CC(/C=N\Nc1nnc2c(n1)[nH]c1c(C)cccc12)=C\c1ccco1	24.1	-21.1%	-6.2%	1.6
47	CC(Oc1ccccc1F)C(=O)NCCN1CCCCC1 (stereo not drawn)	-8.8	6.8%	6.3%	9.5
48	N=c1c2c3c(sc2ncn1CCCN1CCOCC1)CCCCC3	14.2	37.0%[activator]	-2.2%	-2.6
49	O=C(Nc1ccc(N2CCN(C(=O)c3ccco3)CC2)cc1)C(c1ccccc1)c1ccccc1	?	-6.5%	-4.4%	5.9
50	CCOC(=O)C1Cn2c(nc3c(c2=O)C(C)(C)Cc2ccccc2-3)S1 (stereo not drawn)	-22.4	-12.2%	-10.2%	7.9

In a second layout: six of the compounds above.
item	PNC assembly inh	15-hLO-2 inh	ALOX12 inhib	IMPase inh	structure
43	-2.5	0.8%	8.3%	-1.4	Nc1ccccc1OCCOCCOc1ccccc1N
44	1.0	-4.5%	-0.1%	?	CCOc1cc(NC(=O)c2ccco2)c(OCC)cc1NC(=O)c1cc(OC)c(OC)c(OC)c1
45	-10.6	-3.0%	-2.0%	5.5	COc1ccc(C(O)P(=O)(OC(C)C)OC(C)C)cc1OC (stereo not drawn)
46	24.1	-21.1%	-6.2%	1.6	CC(/C=N\Nc1nnc2c(n1)[nH]c1c(C)cccc12)=C\c1ccco1
47	-8.8	6.8%	6.3%	9.5	CC(Oc1ccccc1F)C(=O)NCCN1CCCCC1 (stereo not drawn)
48	14.2	37.0%[activator]	-2.2%	-2.6	N=c1c2c3c(sc2ncn1CCCN1CCOCC1)CCCCC3

New compounds follow
item	smiles	PNC assembly inh	15-hLO-2 inh	ALOX12 inhib	IMPase inh
51	O=C(NC1CCCCCC1)C1c2ccccc2C(=O)N1Cc1cccs1 (stereo not drawn)	-27.7	.	2.1%	.
52	CCOC(=O)NC(NS(=O)(=O)c1ccccc1)(C(=O)OCC)C(F)(F)F (stereo not drawn)	?	.	2.5%	.
53	CCN(CC)S(=O)(=O)c1cccc(-c2nn(-c3ccccc3)cc2/C=C(\C#N)C(=O)NCc2ccco2)c1	-7.7	.	2.0%	.
54	CC(C)(C)CC(=O)Nc1nn[nH]n1	?	.	-5.6%	.
55	COc1cc(/C=N/NC(=O)c2cccc([N+](=O)[O-])c2)ccc1OCc1ccc(C)cc1	?	-14.8%	-1.0%	-9.3
56	CCOc1ccc(NC(=O)/C=C/c2ccccc2)c([N+](=O)[O-])c1	3.0	.	1.0%	4.5
57	COc1ccc(NC(=O)Nc2ccc(Br)cn2)cc1OC	6.1	-3.5%	-7.1%	-5.7
58	c1ccc(Oc2nc3ccccc3n3cccc23)cc1	47.5	-0.4%	2.2%	7.7
59	CCOC(=O)CSc1nc(C)c2ccc(C)cc2n1	-7.2	.	3.0%	-3.8
60	COc1ccc(C2=NN(C(=O)CSc3nnc(-c4ccccc4F)o3)C(c3ccco3)C2)cc1 (stereo not drawn)	?	.	-3.6%	-6.1
61	COc1ccc(Cn2c(=O)n(Cc3ccco3)c(=N)c3c4c(sc32)COC(C)(C)C4)cc1	-29.5	11.6%	-14.6%	-2.5
62	COc1ccc(OC)c(C(=O)/C=C/c2ccccc2C(F)(F)F)c1	13.4	5.7%	-2.5%	-3.6
63	CCCN(CCC)C(=O)CCSCCC(=O)N(CCC)CCC	?	.	-3.5%	.
64	O=S(=O)(c1ccc(Cl)cc1)N1CCCC1c1nc(-c2cccc(Cl)c2)no1 (stereo not drawn)	-3.8	-6.2%[11.4 µM]	-2.8%	?
65	CN1CCN(CCC=C2c3ccccc3Sc3ccc(S(=O)(=O)N(C)C)cc32)CC1	.	86.8%[activator][0.0915 µM]	-0.2%[0.00818 µM]	6.9
66	Cc1c(Cl)cccc1NC(=O)c1nc(C)n(-c2cc(OC(C)C)c(Cl)cc2Cl)n1	-9.8	8.7%	-18.6%	0.0
67	Cc1cccc(N(CC(=O)NCCSc2nc3ccccc3s2)S(=O)(=O)c2ccccc2)c1	34.0	.	-5.9%	6.6
68	O=C(O)c1cccc(S(=O)(=O)Nc2ccccc2Cl)c1	?	-4.4%	2.3%	8.1
69	O=C(O)c1ccnc(C(=O)O)c1	19.3	-7.5%	-5.0%	-1.0
70	Cc1cccc(NC(=O)C2NC(=O)CC2c2ccccc2)c1C (stereo not drawn)	11.6	7.1%	2.8%	1.9
71	COc1ccccc1C(=O)N1CCN(Cc2ccc3c(c2)OCO3)CC1	-15.5	.	1.4%	6.1
72	Cc1c(C(=O)NCc2ccoc2)oc2ccc3c(c12)C(=O)CC(C)(C)O3	46.8	.	9.8%	-1.3[0.0738 µM]
73	O=C(NNC(=S)Nc1ccc(F)cc1)c1ccccc1OC(F)F	?	23.1%	-6.0%	2.3
74	CC(=O)Nc1ccc(S(=O)(=O)NCC(=O)OCC(=O)N2CCc3ccccc32)cc1	26.0	-8.3%	-2.6%	-3.0
75	CC(C)NC(=O)Nc1cccs1	-100.0*	.	-4.6%	3.7
76	O=C(COc1ccc(S(=O)(=O)N2CCCC2)cc1Cl)NCc1ccc2c(c1)OCO2	-107.1*	-9.1%	-6.4%	21.4
